Source: PubChem (several laboratories)
M4 PAM – human M4 muscarinic receptor positive allosteric modulators, primary screen, CHO-K1 cells, Fluo-8 calcium fluorescence; AID 624126, 2012; Muscarinic acetylcholine receptor M4 (Homo sapiens), P08173; CHO-K1 hM4/Gqi5, ACh EC20; 0% = ACh EC20, 100% = maximal ACh; hit rate 0.4% among 360,000; activation, % at 3 µM;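 active = activation above its plate's cutoff, the mean activation of sample wells plus 3 SD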; also: some results filed as inactive read as strong as hits
CHRM5 PAM – human M5 muscarinic receptor positive allosteric modulators, primary screen, CHO-K1 cells, Fluo-8 calcium fluorescence | Muscarinic acetylcholine receptor M5 (Homo sapiens), P08912 | hit rate 0.3% among 360,000 | AID 624038, 2012 | activation, % at 3 µM | CHO-K1 hM5, ACh EC20 PAM; 0% = ACh EC20, 100% = ACh EC100;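 active = activation above the run cutoff, the mean activation of all test compounds plus 3 SD, cut at about 18% in these data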
Target sequence (P08912 whole entry, looked up): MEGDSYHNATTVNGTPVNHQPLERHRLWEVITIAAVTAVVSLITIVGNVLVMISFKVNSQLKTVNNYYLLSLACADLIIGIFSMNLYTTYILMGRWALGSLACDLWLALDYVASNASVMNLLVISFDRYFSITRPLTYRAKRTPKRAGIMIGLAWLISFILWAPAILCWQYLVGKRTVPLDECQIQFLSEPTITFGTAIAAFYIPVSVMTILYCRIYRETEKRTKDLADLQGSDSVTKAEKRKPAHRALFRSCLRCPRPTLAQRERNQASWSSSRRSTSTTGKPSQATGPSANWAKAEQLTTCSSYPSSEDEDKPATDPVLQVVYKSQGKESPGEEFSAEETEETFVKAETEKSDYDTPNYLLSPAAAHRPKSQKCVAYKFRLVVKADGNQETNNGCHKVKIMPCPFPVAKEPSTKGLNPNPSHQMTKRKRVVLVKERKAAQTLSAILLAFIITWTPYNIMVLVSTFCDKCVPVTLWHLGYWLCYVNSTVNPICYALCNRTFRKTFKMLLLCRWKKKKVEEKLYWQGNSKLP
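Probe or stimulus: acetylcholine, EC20 level; Assay system: human M5 receptor in CHO-K1 cells; Schedule: compound preincubation 140 s before EC20 acetylcholine addition; Technique: intracellular calcium via Fluo-8 fluorescence; Dosing: single-point, 3 µM nominal; Read-out basis: percent activation from peak-over-basal fluorescence ratio, scaled EC20-to-EC100 acetylcholine; Repeats: one well per compound, no replicates.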
M4 antag – human M4 muscarinic receptor antagonists, primary screen, CHO cells, Fluo-8 calcium fluorescence | inhibition, % at 3 µM | hit rate 0.73% among 360,000 | CHO-hM4 cells, ACh EC80 | Muscarinic acetylcholine receptor M4 (Homo sapiens), P08173;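 active = inhibition above its plate's cutoff, the mean inhibition of sample wells plus 3 SD, cut at about 27% in these data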;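 also: 0% = acetylcholine EC80 with DMSO and 100% = DMSO without agonist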
M4 ag – human M4 muscarinic receptor agonists, primary screen, CHO-K1 cells, Fluo-8 calcium fluorescence; Muscarinic acetylcholine receptor M4 (Homo sapiens), P08173; activation, % at 3 µM; AID 624127, 2012; CHO-K1 hM4/Gqi5; vehicle 0%, full acetylcholine response 100%; hit rate 0.14% among 360,000;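 active = activation above the run mean over all test wells plus 3 SD, cut at about 32% in these data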;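 also: peak over basal fluorescence ratio per well then scaled between controls; 0% = DMSO wells and 100% = acetylcholine at EC100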
CRFBP-R2 block – antagonists of CRF-BP/CRF-R2 complex, primary screen, cell-based, HEK293, calcium dye fluorescence, uHTS; CRF-induced calcium fluorescence; inhibition, % at 11.8 µM; hit rate 0.59% among 350,000;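 active = inhibition of the ligand-induced calcium signal above about 50% at the single tested concentration, limit read from the data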
M5 ag – human M5 muscarinic receptor agonists, primary screen, CHO-K1 cells, Fluo-8 calcium fluorescence; CHO-K1 hM5 cells; 0% DMSO wells, 100% maximal acetylcholine response; Muscarinic acetylcholine receptor M5 (Homo sapiens), P08912; hit rate 0.19% among 360,000; activation, % at 3 µM;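 active = activation above the run's mean over test compounds plus 3 SD, cut at about 23% in these data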;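 also: signal is peak over basal fluorescence ratio across the kinetic read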
M5 antag – human M5 muscarinic receptor antagonists, primary screen, CHO cells, Fluo-8 calcium fluorescence. inhibition, % at 3 µM. Muscarinic acetylcholine receptor M5 (Homo sapiens), P08912. hit rate 0.59% among 360,000. CHO-hM5 cells, ACh EC80;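 active = inhibition above a per-plate cutoff, the mean of that plate's test compounds plus 3 SD, cut at about 27% in these data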;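 also: 0% = acetylcholine EC80 with DMSO and 100% = DMSO without agonist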
CRFBP-R2 agonist – agonists of CRF-BP/CRF-R2 complex, primary screen, cell-based, HEK293, calcium dye fluorescence, uHTS | CRF-binding protein / CRF receptor 2 complex (human) | calcium dye fluorescence (FLIPR); percent of saturating CRF peptide response | activation, % at 13.2 µM | hit rate 0.46% among 350,000 | AID 588473, 2011;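 active = activation of at least 50%, plus an integration ratio under a set limit after plate pattern correction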;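 also: plate controls were neutral control wells without compound for no effect and CRF at EC100 for full effect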
CHRM1 PAM – human M1 muscarinic receptor positive allosteric modulators, primary screen, CHO-K1 cells, Fluo-8 calcium fluorescence, 1536-well | Muscarinic acetylcholine receptor M1 (Homo sapiens), P11229 | hit rate 0.088% among 360,000 | activation, % at 3 µM | CHO-K1 hM1, ACh EC20; 0% = ACh EC20, 100% = maximal ACh; in the data active = activation above about 19%, passing the limit was not always enough
Target sequence (P11229 whole entry, looked up): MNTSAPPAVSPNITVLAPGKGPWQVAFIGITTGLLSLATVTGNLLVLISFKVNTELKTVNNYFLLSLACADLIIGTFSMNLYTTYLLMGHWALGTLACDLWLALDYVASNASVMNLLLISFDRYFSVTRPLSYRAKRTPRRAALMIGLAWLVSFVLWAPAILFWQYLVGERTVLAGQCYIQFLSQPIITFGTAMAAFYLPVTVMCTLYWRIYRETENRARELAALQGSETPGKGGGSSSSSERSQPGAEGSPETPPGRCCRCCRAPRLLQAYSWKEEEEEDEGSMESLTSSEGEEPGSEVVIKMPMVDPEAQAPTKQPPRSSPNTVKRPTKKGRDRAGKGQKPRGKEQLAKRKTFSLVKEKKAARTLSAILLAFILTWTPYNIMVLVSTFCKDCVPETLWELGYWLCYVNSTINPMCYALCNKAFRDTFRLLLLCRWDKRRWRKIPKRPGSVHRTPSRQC
Numbers without * were called inactive; . = not tested or not shown.

Start of the listing, in advance, 3 compounds:
SMILES	M4 PAM	CHRM5 PAM	M4 antag	M4 ag	CRFBP-R2 block	M5 ag	M5 antag	CRFBP-R2 agonist	CHRM1 PAM
OCCCn1c(C2CCCN2c2nc(-c3ccc(F)cc3)cs2)nc2cc(Cl)c(N3CCCCC3)cc21 (stereo not drawn)	9	2	3	2	4	2	-8	1.6	6
COc1ccc(Cc2noc(CN(C)C3CC(C)(C)NC(C)(C)C3)n2)cc1OC	-4	3	1	1	2	-2	-7	-0.6	1
Cc1c(NC(=O)C2CCCN2S(=O)(=O)c2ccc(Cl)cc2)c(=O)n(-c2ccccc2)n1C (stereo not drawn)	10	2	-5	0	-4	1	-5	0.0	6

The whole of this part, from the start:
SMILES	M4 PAM	CHRM5 PAM	M4 antag	M4 ag	CRFBP-R2 block	M5 ag	M5 antag	CRFBP-R2 agonist	CHRM1 PAM
OCCCn1c(C2CCCN2c2nc(-c3ccc(F)cc3)cs2)nc2cc(Cl)c(N3CCCCC3)cc21 (stereo not drawn)	9	2	3	2	4	2	-8	1.6	6
COc1ccc(Cc2noc(CN(C)C3CC(C)(C)NC(C)(C)C3)n2)cc1OC	-4	3	1	1	2	-2	-7	-0.6	1
Cc1c(NC(=O)C2CCCN2S(=O)(=O)c2ccc(Cl)cc2)c(=O)n(-c2ccccc2)n1C (stereo not drawn)	10	2	-5	0	-4	1	-5	0.0	6
COc1ccc(-c2nc(C)sc2CC(=O)O)cc1	2	-6	-6	1	14	-1	-5	-1.5	5
COc1ccc(Nc2cc(C(=O)NCCCN3CCN(C)CC3)c3ccccc3n2)cc1OC	5	10	3	1	-20	-4	-3	-2.9	-2
CC(SCc1ccccc1)C(=O)N/N=C/c1cccs1 (stereo not drawn)	6	5	4	0	-5	0	-11	-3.2	4
C[C@@H]1CN(C2CCN(Cc3nc(CC4CC4)no3)CC2)C[C@H](C)O1	0	-3	-1	1	4	-5	0	2.0	11
Cc1ccc(N2C(=O)C3C(c4ccccc4)N4CCCN4C3(C)C2=O)cc1 (stereo not drawn)	4	2	1	1	-6	-3	1	3.0	-6
O=C1/C(=C\c2ccco2)SC(=S)N1C1CCS(=O)(=O)C1 (stereo not drawn)	-4	7	11	2	11	-2	-2	0.1	6
COc1ccc(NC(=O)c2ccc(OCC3CCCO3)cc2)cc1Cl (stereo not drawn)	3	-7	-10	11	2	5	0	0.6	1
C=CCNC(=O)c1sccc1Oc1ccc(F)cc1[N+](=O)[O-]	5	-3	-6	1	8	-4	-1	-2.6	3
CCN(CC)S(=O)(=O)c1cc(NC(=O)CCNC(=O)c2ccccc2Cl)ccc1C	5	-3	4	4	10	0	1	-1.2	4
O=C(NC1CCCc2ccccc21)c1ccccc1OC(F)F (stereo not drawn)	-6	5	-2	3	-1	-7	3	0.4	2
COc1ccc(CC(=O)OCN2C(=O)c3ccccc3C2=O)cc1OC	-1	-5	-3	1	-8	-1	-5	-0.2	5
CC1CCc2nn(CC(=O)NCCCN3CCCC3=O)cc2C1 (stereo not drawn)	-2	-6	-6	1	8	2	-1	-0.2	-9
Cn1c(=O)oc2cc(S(=O)(=O)Nc3cccc([N+](=O)[O-])c3)ccc21	-5	-1	-10	2	0	-4	8	-2.8	14
Cc1c(Cl)ccc2c(C(O)CBr)cc(-c3ccccc3)nc12 (stereo not drawn)	3	-10	-16	0	-46	-1	18	8.7	7
CC(=O)Nc1ccc(C(=O)N2CCCCC2c2cc(C(=O)N3CCOCC3)no2)cc1 (stereo not drawn)	-4	-2	-5	3	.	2	15	.	-2
CC(=O)Nc1cc(-c2ccc(N)cc2)cn2c(-c3cccc(C(F)(F)F)c3)cnc12	1	-4	4	7	.	0	8	.	7
COc1ccc(Cc2nc3ccc(C(=O)NCCCSC)cc3o2)cc1OC	-1	-5	-4	0	-5	2	3	0.2	2
CC(C)OC(=O)c1cc(NC(=O)C2C3CCC(O3)C2C(=O)O)cc(C(=O)OC(C)C)c1 (stereo not drawn)	25	-2	-21	-1	0	-6	-5	0.6	-3
Cc1ccc2cccc(S(=O)(=O)NC3CCS(=O)(=O)C3)c2n1 (stereo not drawn)	-1	-2	3	2	4	3	2	-0.8	-2
CCN(C(=S)NC(=O)C1CCCC1)C1CCCCC1	-4	1	-1	1	5	-14	2	-1.4	-8
C[C@H](NC(=O)c1nc[nH]c1C(=O)NCCCCCNC(=O)OC(C)(C)C)c1ccccc1	-5	-20	4	14	-9	3	13	-0.7	-14
Cc1ccccc1S(=O)(=O)N1C[C@H]2CON(C)[C@H]2C[C@H]1c1cccc(N2CCOCC2)c1	0	4	-7	1	-2	-1	-12	0.0	-1

New compounds follow.
SMILES	M4 PAM	CHRM5 PAM	M4 antag	M4 ag	CRFBP-R2 block	M5 ag	M5 antag	CRFBP-R2 agonist	CHRM1 PAM
Cc1c(CCOC(=O)c2ccc(Cl)cc2Cl)sc[n+]1CC(=O)c1ccccc1	-12	-46	44*	11	6	-7	45*	-2.2	-29
Cc1ccc(NC(=O)O/N=C/c2cccc([N+](=O)[O-])c2)cc1	-6	-2	8	0	10	-4	3	-1.0	4
O=C(NCc1ccc(F)cc1)c1cc(C2CCCN(C(=O)c3ccc4c(c3)CCO4)C2)on1 (stereo not drawn)	5	-1	-12	5	.	5	1	.	6
CC(=O)Oc1ccc(/C=C2\N=C(C3CCCCC3)OC2=O)cc1	6	8	-6	0	15	1	7	1.8	7
COc1cccc(COc2ccc3ccc(=O)oc3c2)c1	0	-2	-16	1	14	-1	1	-2.6	17
CN(Cc1cccc(F)c1)C(=O)c1cccc(S(=O)(=O)N2CCN(Cc3ccccc3)CC2)c1	-4	-4	-4	14	9	2	-4	-0.5	-10
CC(=O)N1CCN(C(=O)c2cccc(S(=O)(=O)Nc3c(C)n(C)n(-c4ccccc4)c3=O)c2)CC1	1	-5	-1	0	-3	1	13	1.4	6
O=C(O)c1ccc(CSc2nnc(-c3ccncc3)n2-c2ccc(Br)cc2)cc1	3	2	-5	0	-3	-1	-10	1.4	-7
CN(CC(=O)Nc1cc(Cl)ccc1Cl)C1CCS(=O)(=O)C1 (stereo not drawn)	10	6	-13	2	3	0	3	0.1	7
C=C1C(=O)OC2C1C(OC(=O)C(C)=CC)CC(=C)C1C(O)C3OC3(C)C21O (stereo not drawn)	-1	-4	-1	0	-15	6	-1	-0.2	9
O=C(NCCc1cnn(-c2ccccc2)c1)c1cc(COc2c(F)cccc2F)on1	-4	-9	-16	9	5	0	3	-0.9	3
O=C(Nc1ccccc1)C1=C[C@@H](C2CCCCC2)C[C@@H](OCCCCO)O1	17	12	-13	1	-6	-1	-4	-2.8	10
O=C(NNS(=O)(=O)c1ccc([N+](=O)[O-])cc1)c1ccncc1	0	0	3	0	3	-1	7	0.8	12
COc1cccc(CNC(=O)CCS(=O)(=O)c2ccc3c(c2)NC(=O)CS3)c1	4	0	-1	1	9	-4	0	1.1	6
CCC(=O)N1CCC1(C)C(=O)Nc1cc(OC)ccc1OC (stereo not drawn)	0	-1	-15	1	.	-3	20	.	-2
O=C(CSc1nnc(-c2ccncc2)n1CC1CCCO1)Nc1cccc(O)c1 (stereo not drawn)	0	1	2	1	15	-2	3	5.2	3
O=c1[nH]nc(SCc2nnc(-c3cccc(Cl)c3)o2)n1C1CCCCC1	-5	-1	-1	4	-4	2	13	-3.7	-5
Cc1ccc(S(=O)(=O)NC(=O)Nc2cc(C(C)(C)C)on2)cc1	-3	10	9	0	-3	5	-6	-2.3	9
Cc1ccc(C)c(NC(=O)CSc2nnc(CNC(=O)c3cccs3)o2)c1	5	-4	1	2	30	-1	1	-0.6	0
COc1ccc(CC2C(=O)NC(C)C(=O)N(C)C3Cc4ccc(cc4)Oc4cc(ccc4O)CC(C(=O)NC(C)C(=O)NC(C)C(=O)N2C)N(C)C3=O)cc1 (stereo not drawn)	3	1	-7	1	20	2	0	0.0	6
CC(C)(C)Nc1nc(NCc2cccnc2)nc(N2CCOCC2)n1	8	1	-7	0	0	-9	-1	-0.4	7
CC(C)(C)c1ccc2c(c1)N(CC(=O)N1CCCC1)C(=O)CO2	-1	-3	-7	1	10	4	2	0.6	4
O=C(Nc1ccncc1)c1cccc2ccccc12	-2	0	-1	3	9	1	1	0.5	11
O=S(=O)(Nc1ccc2c(c1)OCCO2)c1ccc(F)c(F)c1	-4	0	14	5	9	-2	5	-0.5	7
C/C(CC1CC(C)(C)OC1=O)=N\NC(N)=S (stereo not drawn)	7	15	-2	0	-4	2	-8	-1.4	16

Continuation:
SMILES	M4 PAM	CHRM5 PAM	M4 antag	M4 ag	CRFBP-R2 block	M5 ag	M5 antag	CRFBP-R2 agonist	CHRM1 PAM
O=C(COC(=O)COc1ccc(Br)cc1)Nc1cccnc1Cl	-2	9	0	3	0	2	-5	0.2	10
O=c1nc(-c2ccccc2Cl)c2cc(F)ccc2[nH]1	-2	-1	-6	0	-17	7	4	-0.9	8
CCC(C)N1CCC2(CC1)N=c1c(c3c4c5c(C)c(O)c3c(O)c1=NC(=O)C(C)=CC=C[C@H](C)[C@H](O)[C@@H](C)[C@@H](O)[C@@H](C)[C@H](OC(C)=O)[C@H](C)[C@@H](OC)C=CO[C@@](C)(O5)C4=O)N2 (stereo partly drawn)	1	4	-12	-1	-2	-1	-6	1.0	5
CCCc1cc(=O)[nH]c(SCC(=O)c2cc(C)n(C3CC3)c2C)n1	1	0	2	-1	-1	-2	10	1.6	11
C(=N\N(c1ccccc1)c1ccccc1)/c1ccccn1	-1	1	-7	-1	3	-5	-1	0.1	12
CC(=C/c1ccc(C(C)C)cc1)/C=N/NC(=O)Cn1nnnc1N	-1	-12	-9	0	14	-15	30*	-2.4	7
CCOC(=O)CN1C(=O)CSc2ccccc21	8	-4	33*	0	-7	1	5	-0.4	3
O=C(COCc1cc(-c2cccs2)on1)NC1CCCCC1	-7	-6	-26	4	-10	-7	3	-0.5	4
O=C(O)C1CCCN1c1ncnc2c1oc1ccccc12 (stereo not drawn)	11	8	-4	1	2	5	24	0.1	-6
O=C(/C=C/c1cccs1)N1CCC2(CC1)Oc1ccc(F)cc1C(=O)C21CC(c2ccc(Cl)cc2)=NO1 (stereo not drawn)	6	-3	-19	2	-4	-1	8	2.3	15
NC(=O)c1cc2ccc(O)cc2oc1=Nc1ccccc1	18	-5	-7	3	-33	5	-5	1.6	5
Cc1ccc(-c2noc(CN(C(=O)c3cccc(Br)c3)C(C)C)n2)cc1	-3	-8	-11	-1	13	-2	-3	4.2	-1
Cc1cc(=O)[nH]c(N/N=C/C=C/c2ccccc2)n1	2	-2	-2	1	-3	0	9	0.6	2
Cc1cccc(C)c1NC(=O)C(C)N1CCCC1 (stereo not drawn)	0	-5	-3	2	-13	-5	2	-0.2	-1
O=C(CNC(=O)Cc1ccccc1)NCC(=O)OCc1ccccc1	6	5	-19	1	29	3	-6	-0.3	8
COc1cccc(NC(=O)NCc2ccccc2Cl)c1	3	3	-10	3	-3	-3	4	-1.8	8

This is a random part of the collection; any-hit rate near 2.6%.
